DAX1 inh-1 – DAX1 (NR0B1) inhibitors on StAR promoter, primary screen, cell-based, luminescence, SF-1 (NR5A1), full-length DAX-1. HEK293T StAR-luciferase reporter, SF-1/DAX-1 repression relief. inhibition, % at 6.8 µM. actives 1.1% (n = 370,000). AID 652010, 2013;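 active = inhibition above the mean over all tested compounds plus 3 SD, cut at about 3.6% in these data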;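 note: 0% = DAX-1 cells with DMSO and 100% = cells lacking DAX-1 with DMSO; higher inhibition means more luminescence from relief of DAX-1 repression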
DAX1 inh-2 – DAX1 (NR0B1) inhibitors, primary screen, cell-based, HEK293, Gal4-DAX1, luciferase luminescence | Nuclear receptor subfamily 0 group B member 1 (Homo sapiens), P51843 | HEK293 Gal4-DAX1 luciferase reporter | inhibition, % at 6.75 µM | actives 0.99% (n = 340,000) | AID 504766, 2011;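 active = inhibition above the mean over all tested compounds plus 3 SD, cut at about 4.2% in these data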;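 note: 0% = DAX1-transfected cells with DMSO and 100% = empty-vector control cells with DMSO; inhibition shows as a rise in luminescence from relieved DAX1 repression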
Target sequence (P51843 207-470 limits assumed): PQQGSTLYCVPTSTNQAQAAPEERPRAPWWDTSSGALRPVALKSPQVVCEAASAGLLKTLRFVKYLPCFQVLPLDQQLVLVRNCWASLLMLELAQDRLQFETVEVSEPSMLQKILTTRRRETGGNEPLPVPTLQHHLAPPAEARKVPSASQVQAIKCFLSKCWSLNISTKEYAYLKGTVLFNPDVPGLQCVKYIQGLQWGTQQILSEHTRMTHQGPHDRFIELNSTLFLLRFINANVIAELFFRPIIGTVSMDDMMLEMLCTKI
hcDAF12 agonist – H. contortus DAF-12 nuclear receptor activators, primary screen, cell-based, luminescence, HEK293, lit1-tk-luc reporter | actives 1.4% (n = 370,000) | activation, % at 6.8 µM | AID 652067, 2013 | HEK293 hcDAF-12 lit1-tk-luc reporter; 0% DMSO, 100% Δ7-dafachronic acid;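 active = activation above the mean of all tested compounds plus 3 SD, cut at about 5.5% in these data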;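 note: 100% = response to 3 µM Δ7-dafachronic acid high control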
hgDAF12 agonist – H. glycines DAF-12 receptor agonists, primary screen, cell-based, luminescence, HEK293, GAL4 fusion, UAS-luciferase; HEK293 GAL4-hgDAF12 UAS-luciferase reporter, agonist luminescence; normalized to butyrate control; activation, % at 6.8 µM; actives 1.8% (n = 370,000);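 active = activation above a cutoff set at the mean of all screened compounds plus 3 SD, cut at about 10% in these data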;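 note: 0% = DMSO wells and 100% = sodium butyrate wells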
NR1D1 modulator – modulators of Rev-erb alpha DNA binding, primary screen, biochemical, FITC-DNA, fluorescence polarization, uHTS; Nuclear receptor subfamily 1 group D member 1 (Homo sapiens), P20393; Rev-erbα–FITC-DNA binding, 90 min; activity, % at 10 µM; actives 0.79% (n = 370,000);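 active = activity above about 14%, limit read from the data; passing the limit was not always enough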;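 note: 0% = DMSO wells with 35 nM protein and 100% = DMSO wells with 750 nM protein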
HGIII-sPLA2 inh – human group III sPLA2 inhibitors, primary screen, biochemical, QFRET, BODIPY PC-A2 liposome substrate; Group 3 secretory phospholipase A2 (Homo sapiens), Q9NZ20; QFRET BODIPY PC-A2 liposome hydrolysis, fluorescence; inhibition, % at 12.2 µM; actives 0.56% (n = 370,000);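 active = inhibition above mean plus 3 SD of compounds lying within the high and low control bounds, cut at about 19% in these data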;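 note: 0% = median of test compound wells and 100% = no enzyme DMSO wells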
Target sequence (Q9NZ20 whole entry, looked up): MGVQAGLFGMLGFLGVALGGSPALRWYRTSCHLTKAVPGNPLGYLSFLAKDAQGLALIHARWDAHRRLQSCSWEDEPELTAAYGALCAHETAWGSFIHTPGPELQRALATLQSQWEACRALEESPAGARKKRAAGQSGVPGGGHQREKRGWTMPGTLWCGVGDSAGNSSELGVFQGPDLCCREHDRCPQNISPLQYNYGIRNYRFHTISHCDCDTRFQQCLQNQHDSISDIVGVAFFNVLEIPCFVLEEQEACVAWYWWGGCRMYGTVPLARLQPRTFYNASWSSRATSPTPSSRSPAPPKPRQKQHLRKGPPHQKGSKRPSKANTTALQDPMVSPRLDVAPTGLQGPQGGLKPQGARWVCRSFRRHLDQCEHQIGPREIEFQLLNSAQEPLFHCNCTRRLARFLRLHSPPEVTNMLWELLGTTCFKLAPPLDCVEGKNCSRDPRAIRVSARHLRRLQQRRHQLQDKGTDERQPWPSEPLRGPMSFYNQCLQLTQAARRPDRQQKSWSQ
ssDAF12 agonist – S. stercoralis DAF-12 nuclear receptor activators, primary screen, cell-based, luminescence, HEK293, GRIP1 co-expression, lit1-tk-luc; Nuclear hormone receptor DAF-12 (Strongyloides stercoralis); HEK293 ssDAF-12/GRIP1 lit1-tk-luc reporter; % of 3 µM dafachronic acid response; activation, % at 6.8 µM; AID 652126, 2013; actives 1% (n = 370,000);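 active = activation above the mean over all tested compounds plus 3 SD, cut at about 0.9% in these data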;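 note: 0% = DMSO-only wells and 100% = 3 µM delta7-dafachronic acid wells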
SMARCA2 activ – SMARCA2 (BRM) function activators, primary screen, cell-based, luminescence, high throughput; MG213 cells, MMTV-luciferase reporter, dexamethasone, overnight; activation, % at 9.1 µM; actives 1% (n = 370,000); in the data active = activation above about 7.8%;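 note: 0% = vehicle wells and 100% = reference activator wells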
FXN GAA850 act – FXN promoter activators, primary screen, cell-based, luciferase luminescence, HEK293 lucGAA850; HEK293 lucGAA850 FXN promoter luciferase reporter, 24 h; percent of 10 µM SAHA response; activation, % at 6 µM; actives 0.56% (n = 360,000); AID 540364, 2011;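 active = activation above the average of all compounds screened plus 3 SD, cutoff fixed separately per campaign, cut at about 7.5% in these data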;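 note: 0% = DMSO wells and 100% = 10 µM SAHA wells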
PLCb3 inh – human PLC-beta3 inhibitors, primary screen, biochemical, fluorescence. AID 720704, 2013. Purified PLC-beta3, fluorogenic substrate. actives 0.18% (n = 370,000). inhibition, % at 12.2 µM; in the data active = inhibition above about 11%;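 note: 0% = median of compound wells on plate and 100% = full blocker control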
PG9 binder – binders of HIV-1 gp120 antibody PG9, primary screen, biochemical, TR-FRET; TR-FRET gp120-PG9 antibody binding; inhibition, % at 6.7 µM; actives 0.43% (n = 360,000); in the data active = inhibition above about 8.5%
* = called active by the depositor; i = inactive; nt = not tested or not shown.

molecule	DAX1 inh-1	DAX1 inh-2	hcDAF12 agonist	hgDAF12 agonist	NR1D1 modulator	HGIII-sPLA2 inh	ssDAF12 agonist	SMARCA2 activ	FXN GAA850 act	PLCb3 inh	PG9 binder
Cc1ccc(C)c(S(=O)(=O)N2CCN(CC(=O)Nc3sccc3C#N)CC2)c1	-0.4	-0.8	-3.8	1.7	5	-12	-1.9	0	-2.1	-5	-1.5
C[C@H]1C=C(C(=O)NCc2ccccc2)O[C@@H](OCc2ccc(CO)cc2)C1	0.5	0.4	-0.9	-0.5	-3	-2	-1.4	0	0.7	-1	-1.2
COc1cc(CN2CCN(c3ccc(C)cc3)CC2)cc([N+](=O)[O-])c1O	-0.1	nt	0.1	-0.9	8	-1	-1.2	-3	nt	-3	-2.6
Cc1oc(-c2cccc(Cl)c2)nc1CN1CCC(C(=O)NC2CC2)CC1	-0.9	0.0	2.4	-0.1	-6	11	-1.1	-2	-1.6	0	-2.0
C[C@@H]1CN([C@H](C)CO)C(=O)CCCn2nncc2CO[C@@H]1CN(C)S(=O)(=O)c1ccccc1	-0.3	-0.8	-0.8	-0.7	-7	3	-0.9	-2	-0.9	0	-2.2
COc1ccc2oc(C(=O)OCC(=O)N(C)C3CCCCC3)c(C)c2c1	0.7	-0.5	-1.9	1.2	-1	7	-1.3	-4	0.5	-122	0.4
N#Cc1c(C(F)(F)F)cc(=O)[nH]c1SCC(=O)O	1.4	0.5	-0.7	0.7	-2	-4	-1.5	2	-0.6	-12	-1.8
O=C(Nc1cccnc1)c1ccc([N+](=O)[O-])s1	-7.4	-2.2	-3.3	-9.4	-17	-1	-0.9	-1	-1.1	-3	-2.5
CCn1ccc(C(=O)NC2C(=O)N3C(C(=O)O)=C(C)CSC23)n1 (centres undefined)	0.0	0.5	-0.6	-0.6	8	4	-0.8	1	-0.8	-1	-2.1
CSc1nc2c(c(=O)[nH]1)CCCC2	0.9	-0.1	1.2	1.4	2	-4	-0.6	-2	-0.1	0	0.6
Nc1ccc2nc(-c3ccccc3)cnc2c1	1.3	3.3	4.6	6.9	4	3	0.5	7	3.6	i	1.7
C=CCSC1=N/C(=C\c2cccnc2)C(=O)N1c1ccc(OC)cc1	-1.1	-1.0	-4.4	-2.0	3	-8	-2.3	-3	2.3	-19	-0.3
Cc1ccccc1OCC(O)CN1CCN(CC(O)COc2ccccc2C)CC1 (centres undefined)	-0.5	-0.1	-0.5	2.3	2	-10	-1.4	-2	-1.7	-6	0.1
CN1OC[C@@H]2CN(C(=O)C(C)(C)C)[C@H](c3cccc(Oc4ccccc4)c3)C[C@@H]21	0.8	-0.1	0.9	-0.4	5	9	-1.4	-3	-0.1	3	-0.8
CC(=O)Oc1ccc(/C=C2/Oc3ccccc3C2=O)cc1	-0.1	5.3*	0.9	0.6	8	-11	-0.5	1	1.6	-107	-3.4
CCOc1cc(/C=N/NC(=O)c2cc(C3CC3)[nH]n2)ccc1O	-0.9	0.5	-0.7	5.1	3	0	-1.8	1	2.5	-8	-4.2
COc1cc([N+](=O)[O-])ccc1NC(=S)NNC(=O)c1ccc2c(c1)OCO2	-0.1	0.1	1.2	2.1	13	9	-1.2	0	-0.9	-13	-0.5
O=C(CSc1nnc(NC(=O)c2c(F)cccc2F)s1)NCc1ccccc1	-0.1	-0.1	0.1	-0.8	6	5	-1.1	-2	1.9	-11	1.1
COC(=O)C(NC(C)=O)(Nc1nc(C)cs1)C(F)(F)F (centres undefined)	-0.3	0.4	0.3	-0.6	-2	-2	-1.4	-2	0.6	-1	-0.7
COc1ccccc1/C=C/C(=O)Nc1ccc(S(=O)(=O)Nc2cc(C)nc(C)n2)cc1	0.1	-1.1	-0.8	0.2	-1	-30	-1.6	-3	-0.5	-17	0.2
CC(NC(=O)CCc1nnc(Cc2cccc(C(F)(F)F)c2)o1)C1CC1 (centres undefined)	0.6	1.2	-0.6	10*	0	6	-1.6	4	1.5	-7	1.1
C#CCN(C[C@@H]1[C@@H](OC(=O)NCc2ccc(OC)c(OC)c2)[C@@H](OC(=O)NCc2ccc(OC)c(OC)c2)CN(C(=O)OC(C)C)N1C(=O)OC(C)C)S(=O)(=O)c1ccc(C)cc1	-3.8	0.6	-0.6	2.5	3	-13	-1.1	-3	-4.2	0	0.4
O=C(Nc1ccc2nc(-c3ccccc3)[nH]c2c1)c1ccco1	-0.7	0.0	-1.4	4.0	-7	1	-0.7	5	5.3	-66	-0.5
CN(C)c1ccnc(-n2cccc2/C=N/OCc2ccccc2)c1C#N	-0.3	-0.7	-0.6	-1.5	-2	6	-0.8	0	-1.3	-5	-0.7
COc1cc(C(=O)NC(=S)N2CCCCCC2)cc(OC)c1OC	-0.4	-0.6	-1.2	-0.8	1	2	-1.9	0	-1.5	0	-2.1
O=C(NNc1nc2ccccc2nc1C(F)(F)F)c1ccccc1	0.0	-0.2	-0.6	-0.8	-6	5	-1.0	-2	0.1	-8	-2.6
O=C1NC(=O)C2C1C(c1cccs1)NN2Cc1ccccc1 (centres undefined)	-0.6	0.2	-0.6	1.2	-8	9	-1.4	-4	0.9	-13	-0.5
CCN(CC1CCCO1)C(=O)C1CCN(C2CCN(Cc3ccccc3C)CC2)CC1 (centres undefined)	-1.3	-0.1	-1.1	-2.4	-1	1	-0.9	0	-1.6	-8	0.7
O=C(NCc1cccnc1)C(=O)N/N=C/c1ccccc1[N+](=O)[O-]	0.4	1.1	3.9	-0.3	3	3	-1.8	4	1.5	1	-1.9
CCOc1oc(-c2ccc(OC)cc2)nc1C(F)(F)F	0.4	-1.2	0.7	-1.0	-3	1	-1.3	-2	3.6	4	2.7
C=CCNC(=O)C1CCN(c2cnccn2)CC1	-0.2	0.3	-0.5	0.0	0	-1	-0.6	0	-0.1	-15	-0.8
CCCCSc1nc2c(cnn2-c2ccc(F)cc2)c(=O)[nH]1	1.2	1.1	-2.2	2.7	-4	3	-1.1	-3	1.9	-2	-0.8
Cc1ccc(C(=O)OC2CCOC2=O)cc1NC(=O)c1ccco1 (centres undefined)	0.0	0.4	0.9	0.5	-3	3	-0.9	0	0.9	0	-1.4
COc1cc2sc(-c3ccc(S(C)(=O)=O)cc3)c(-c3ccc4c(c3)OCO4)c2cc1OC	0.2	0.4	-1.9	0.5	2	5	-0.2	0	-0.2	-298	-0.4
C=CCn1c(SCC(=O)Nc2ncc(Cc3ccc(C)c(Cl)c3)s2)nnc1-c1ccncc1	0.7	0.4	-1.6	-0.7	0	14	-1.8	-5	0.0	-2	-0.5
Cc1ccc(C(C)C)c(OCCCCN2CCNCC2)c1	-0.2	-0.9	-0.2	-0.6	0	11	-1.3	-3	0.6	-2	-0.3
Cc1cn(C2CCCO2)c(=O)nc1N (centres undefined)	2.0	-0.8	0.6	-1.2	0	-7	-0.9	3	-1.2	1	-0.4
COc1ccc(CNc2nc3ccccc3n2Cc2ccccc2)cc1OC	-0.9	2.0	-2.4	-2.9	-3	-7	-1.9	-4	1.3	2	-2.0
Cc1cc(Nc2ccccc2)n(-c2nc3ccccc3[nH]2)n1	-0.6	-1.4	-1.5	1.2	-1	11	-1.5	0	-0.8	1	0.6
CCOC(=O)/C=C1\SCC(=O)N1CC(=O)Nc1ccc2c(c1)CCC2	-0.4	-0.3	-1.4	-0.9	-1	-18	-1.0	-3	0.3	1	-3.0
CCc1cccc(NC(=O)c2ccc(Cn3c(=O)[nH]c4ccsc4c3=O)cc2)c1	-1.1	0.6	0.7	-0.5	55*	1	-0.5	-1	1.6	0	25*
CCOc1ccc(N(C(C)C(=O)N2CCCC2)S(C)(=O)=O)cc1 (centres undefined)	-0.2	1.1	-0.9	0.3	3	3	-0.6	-3	0.7	-5	0.9
O=c1[nH]c(/C=C/c2ccccc2F)nc2ccccc12	0.1	0.2	5.1	11*	-10	4	0.2	1	1.8	-12	0.6
C[C@H]1CN([C@@H](C)CO)C(=O)c2cc(Br)cnc2O[C@@H]1CN(C)C(=O)NC1CCCCC1	0.3	2.6	-0.1	-4.1	2	-4	-0.7	-4	-1.2	3	-2.3
CCN(CC)CCNC(=O)C1CCC(=O)N1CCc1ccccc1 (centres undefined)	0.7	3.7	-0.6	-0.3	-3	6	-1.3	3	0.1	-1	-0.6
O=C(NNC(=O)c1cnccn1)c1cccc([N+](=O)[O-])c1	-0.3	2.1	0.7	1.3	5	-1	-1.0	-4	1.4	-1	0.1
O=C(CSc1nnnn1-c1cccnc1)Nc1ccc(OCc2ccccc2)cc1	-0.8	-0.9	-0.6	-1.3	2	-17	-1.6	0	3.6	2	-0.5
COc1ccc(-n2c(=S)[nH]c3cc(C(=O)Nc4ccc(OC)c(OC)c4)ccc3c2=O)cc1	0.2	-0.7	4.4	2.6	-2	4	0.0	0	11*	3	3.4

Reprinted from the part before: 2 compounds, followed by the next part.
molecule	DAX1 inh-1	DAX1 inh-2	hcDAF12 agonist	hgDAF12 agonist	NR1D1 modulator	HGIII-sPLA2 inh	ssDAF12 agonist	SMARCA2 activ	FXN GAA850 act	PLCb3 inh	PG9 binder
O=C(CSc1nnnn1-c1cccnc1)Nc1ccc(OCc2ccccc2)cc1	-0.8	-0.9	-0.6	-1.3	2	-17	-1.6	0	3.6	2	-0.5
COc1ccc(-n2c(=S)[nH]c3cc(C(=O)Nc4ccc(OC)c(OC)c4)ccc3c2=O)cc1	0.2	-0.7	4.4	2.6	-2	4	0.0	0	11*	3	3.4
COc1ccc(-c2[nH]nc3c2C2(C(=O)N(CC(=O)O)c4ccccc42)C(C#N)=C(N)O3)cc1OC (centres undefined)	0.6	-0.3	-1.5	-0.7	1	-2	-1.4	0	2.6	3	-1.6
CCc1ccc(NC(=O)CS(=O)CC(=O)Nc2ccc(F)cc2F)cc1 (centres undefined)	-0.1	-0.4	-1.0	0.9	-4	-7	-1.1	1	-0.6	2	-1.2
CCC(C)c1ccc(NC(=O)C2CC2)cc1 (centres undefined)	0.9	0.6	-0.9	6.7	-3	4	-1.1	5	2.6	-1	-0.5
O=C(c1cn(-c2ccccc2)nc1-c1cccnc1)N1CCN(S(=O)(=O)c2ccc(Cl)cc2)CC1	1.1	0.3	-0.3	0.8	1	-1	-0.8	2	0.3	-5	-0.4
